UBC13 inh = human UBC13 polyubiquitination inhibition; 330,000 compounds, 0.47% hits; inhibition, % at 20 µM; P61088; UBC13 polyubiquitin chain formation, TR-FRET; AID 485273; in the data active = inhibition above about 45%, passing the limit was not always enough
Target sequence (P61088 whole entry, looked up): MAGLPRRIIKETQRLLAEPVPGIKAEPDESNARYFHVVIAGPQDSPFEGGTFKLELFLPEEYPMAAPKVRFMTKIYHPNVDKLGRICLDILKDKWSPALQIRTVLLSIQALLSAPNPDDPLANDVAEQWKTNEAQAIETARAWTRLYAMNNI
SENP8 inh = SENP8 protease inhibition | purified SENP8, Z-RLRGG-aminoluciferin cleavage, luminescence | inhibition, % at 10 µM | 330,000 compounds, 1.2% hits
Target sequence (Q96LD8 whole entry, looked up): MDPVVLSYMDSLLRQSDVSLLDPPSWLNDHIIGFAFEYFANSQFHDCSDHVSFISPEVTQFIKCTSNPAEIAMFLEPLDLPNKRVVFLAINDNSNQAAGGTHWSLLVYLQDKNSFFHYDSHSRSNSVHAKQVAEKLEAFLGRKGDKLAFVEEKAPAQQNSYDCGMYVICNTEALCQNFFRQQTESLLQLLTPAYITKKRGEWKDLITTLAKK
697 NFkB inh = inhibitors of the PMA/ionomycin-induced NF-kB reporter in 697 B cells; 697 B-cell NF-kB luciferase reporter, 16 h; 330,000 compounds, 0.33% hits; inhibition, % at 4 µM; AID 435022; in the data active = inhibition above about 35%
Apaf-1 inh = inhibitors of human Apaf-1 apoptosome; O14727; reconstituted apoptosome caspase-3 activity, DEVD-Rh110 fluorescence; inhibition, % at 20 µM; 330,000 compounds, 0.71% hits; active = inhibition of at least 40% at 20 µM;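 note: plate controls were DMSO wells for no effect and DEVD-CHO caspase inhibitor wells for full effect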
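Assay system – apoptosome proteins · Medium – Hepes buffer, pH 7.5 · Also added – cytochrome c with DEVD-Rh110 · Timing – 30 min compound preincubation, 50 min activation, room temperature · Detection – Rh110 fluorescence, excitation 480 nm, emission 540 nm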
CCR6 antagonist = blocks CCL20-driven beta-arrestin recruitment at human CCR6; AID 493098; CHO-K1 CCR6 PathHunter beta-arrestin, luminescence, CCL20-stimulated; 340,000 compounds, 0.49% hits; inhibition, % at 20 µM; P51684;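 active = compounds whose inhibition of the agonist-driven luminescence signal at 20 µM reaches about 50%, limit read from the data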;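 note: cells stimulated with CCL20 at 14 nM final; plate controls were DMSO with CCL20 for no effect and DMSO without agonist for full effect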
Jurkat NFkB inh = lowers PMA/ionomycin-induced NF-kB signal in Jurkat cells; 330,000 compounds, 0.53% hits; PMA/ionomycin-induced NF-kB luciferase reporter, luminescence; inhibition, % at 4 µM; AID 435003
EBI2 antag = EBI2 (human) antagonism. P32249. EBI2 beta-arrestin recruitment, luminescence, 7a,25-OHC stimulated. inhibition, % at 5 µM. 360,000 compounds, 0.81% hits. AID 651636; in the data active = inhibition above about 38%;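 note: enzyme fragment complementation signal reports receptor beta-arrestin coupling in cells; 0% = agonist plus DMSO wells and 100% = wells without agonist; some results beyond the cut were filed as inactive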
Target sequence (P32249 whole entry, looked up, the tested form may be a part): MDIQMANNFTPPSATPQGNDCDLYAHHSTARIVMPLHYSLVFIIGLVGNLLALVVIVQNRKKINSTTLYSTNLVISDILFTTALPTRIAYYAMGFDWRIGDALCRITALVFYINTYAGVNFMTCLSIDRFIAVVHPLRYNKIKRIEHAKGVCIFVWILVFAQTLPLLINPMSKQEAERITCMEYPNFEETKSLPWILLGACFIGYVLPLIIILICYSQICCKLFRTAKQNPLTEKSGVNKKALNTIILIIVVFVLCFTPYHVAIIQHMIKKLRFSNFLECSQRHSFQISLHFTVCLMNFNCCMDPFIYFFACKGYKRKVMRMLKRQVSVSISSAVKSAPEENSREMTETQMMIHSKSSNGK
Gli-Sufu antag = antagonists of Gli-Sufu signaling. Sufu-KO-LIGHT fibroblasts, Gli luciferase reporter luminescence. inhibition, % at 5 µM. 340,000 compounds, 0.74% hits. AID 588413;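 active = inhibition above about 55%, limit read from the data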;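 note: 0% = DMSO-treated cells and 100% = wells with medium but no cells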
* = called active by the depositor; / = no result given. Cut-off read from the data, not from the text of the source, unless noted: active = inhibition above about 50%; inactive = the rest. A portion of the library; rates above refer to the full screens.

SMILES	UBC13 inh	SENP8 inh	697 NFkB inh	Apaf-1 inh	CCR6 antagonist	Jurkat NFkB inh	EBI2 antag	Gli-Sufu antag
C/C(=N\N=C1\NC(=O)CC(C(=O)O)S1)c1ccc(F)cc1 (stereo not drawn)	-4.7	-8.5	-16.2	2.8	2.9	-5.9	5.3	-2.2
CN(C)CCNC(=O)c1ccc(CS(=O)(=O)c2c(Cl)cccc2Cl)o1	9.6	-3.8	15.4	-7.8	-6.4	9.2	-3.7	2.5
Cc1ccc(-c2nnc(SCc3ccc(C#N)cc3)n2Cc2ccco2)cc1	2.8	0.3	12.0	13.9	11.9	3.9	26.9	12.6
CN(CCC#N)c1ccc(/C=C(\C#N)c2ccccn2)cc1	-20.9	79.8*	-17.6	2.8	20.4	-28.7	3.9	-76.0
CCn1cc([N+](=O)[O-])c(C(=O)Nc2c(C)nn(Cc3c(F)c(F)c(F)c(F)c3F)c2C)n1	-2.3	4.2	17.0	-18.7	-10.7	6.2	-27.8	-8.5
COCCN(Cc1ccccc1)C(=O)C1CCN(C(=O)Nc2ccccc2)CC1	-5.4	-11.4	-13.7	1.8	9.6	-20.0	1.6	-2.8
O=C(Nc1cc(S(=O)(=O)N2CCCCC2)ccc1Cl)C1COc2ccccc2O1 (stereo not drawn)	0.2	-1.6	0.7	1.0	3.2	8.0	15.7	-1.9
O=C1CN(C(=O)COc2ccc(F)cc2Cl)c2ccccc2N1	-8.0	-8.4	-13.5	-4.8	9.5	-9.8	-4.4	-15.0
Cn1cc(CCC(=O)NCc2ccc(Cl)cc2)c2ccccc21	7.0	-4.2	-4.1	9.1	11.8	3.8	17.7	2.8
O=C(NCc1cccc(CNC(=O)C(=O)NCc2ccco2)c1)C(=O)NCc1ccco1	-8.0	0.4	7.6	-14.6	9.2	0.2	-9.9	-0.7
Cc1nc(SCC(=O)N2CCN(C(=O)c3cccs3)CC2)c2c(C)c(C)sc2n1	20.9	-0.9	-18.3	15.8	12.6	6.1	-10.1	3.3
Cc1nn(CCCC(=O)Nc2nccs2)c(C)c1[N+](=O)[O-]	-13.2	-4.8	2.5	5.7	3.2	2.9	2.1	-14.6
CCC(=O)NC(=S)NNC(=O)c1ccc(NC(=O)c2ccccc2)cc1	70.7*	3.0	-2.8	-8.1	22.6	9.5	3.6	-9.3
CCc1noc(C)c1C(=O)Nc1cccc(S(=O)(=O)N2CCCCCC2)c1	2.9	-9.9	8.9	9.3	12.8	7.2	-10.4	-1.4
Cn1c(=O)c2c(-c3ccccc3)n(CCCN3CCOCC3)cc2n(C)c1=O	3.2	-1.4	3.8	-4.9	-0.6	10.3	-9.9	-89.3
OC(c1nc2ccccc2[nH]1)C(O)c1nc2ccccc2[nH]1 (stereo not drawn)	-7.2	1.2	0.3	-6.0	13.0	2.0	1.2	3.8
O=C(NC(=S)Nc1cccc2cccnc12)c1cccs1	-11.9	-10.3	-47.2	0.3	22.4	-27.6	13.3	-9.0
COC(=O)c1cc(S(=O)(=O)N2CCCC(C)C2)c[nH]1 (stereo not drawn)	4.7	-3.8	3.8	-3.7	2.0	2.7	-8.7	14.4
COCc1nnc(NC(=O)CSc2ccc(C)cc2)s1	-3.1	0.9	12.5	17.0	-6.7	-10.1	-0.5	-4.5
COc1ccc(S(=O)(=O)NCCN2CCOCC2)c(C)c1C	2.7	6.7	5.5	-6.4	5.8	-1.9	-10.0	11.1
COc1ccccc1C(=O)COC(=O)Cn1c(C)csc1=O	3.3	3.3	4.8	0.0	6.2	-19.1	4.1	-4.7
Cc1c(C(=O)N2CCN(c3ccc(F)cc3)CC2)sc2ncnc(N3CCN(c4ccccn4)CC3)c12	2.8	-12.9	-12.4	35.9	18.0	-24.8	11.4	11.3
O=C(Nc1cccc(-c2nc3ncccc3o2)c1)c1ccco1	-2.4	2.7	13.9	0.8	-7.6	3.9	-9.7	-1.9
COc1ccc(CN(CC2CCCO2)C(=O)c2cc3sccc3n2C)c(OC)c1 (stereo not drawn)	-3.5	-1.5	-9.2	13.5	25.5	-2.8	0.0	7.2
Cc1cc([N+](=O)[O-])ccc1NC(=O)c1cccc(NC(=O)C(C)C)c1	-1.3	0.4	-26.3	-6.4	20.8	-23.5	0.8	17.4
Cc1ccc(C(=O)N2CCN(C(=O)CN3CCOCC3)C2)cc1	7.3	-8.3	16.3	-5.5	-11.2	9.0	-3.6	1.7
CC(=O)c1cccc(NC(=O)CN2CCc3cc4c(cc3C2C)OCCCO4)c1 (stereo not drawn)	1.2	-6.4	-17.2	0.1	18.7	-0.4	12.4	9.6
Cc1ccc(C(=O)NC(C)c2ccc(C)c(C)c2)s1 (stereo not drawn)	-2.2	0.6	-0.1	3.0	7.2	17.9	-11.3	-10.6
COc1ccc(NC(=O)CSc2nnc(Cc3cccs3)n2-c2ccc(C)cc2)cc1	-3.6	4.1	12.0	9.4	-1.9	6.3	-7.6	4.5
N/C(CSc1nc(-c2ccccc2)c(-c2ccccc2)o1)=N\O	17.7	1.9	2.5	11.4	1.5	0.3	9.6	-14.9

By substructure: the entries above with a Cl atom
SMILES	UBC13 inh	SENP8 inh	697 NFkB inh	Apaf-1 inh	CCR6 antagonist	Jurkat NFkB inh	EBI2 antag	Gli-Sufu antag
CN(C)CCNC(=O)c1ccc(CS(=O)(=O)c2c(Cl)cccc2Cl)o1	9.6	-3.8	15.4	-7.8	-6.4	9.2	-3.7	2.5
O=C(Nc1cc(S(=O)(=O)N2CCCCC2)ccc1Cl)C1COc2ccccc2O1 (stereo not drawn)	0.2	-1.6	0.7	1.0	3.2	8.0	15.7	-1.9
O=C1CN(C(=O)COc2ccc(F)cc2Cl)c2ccccc2N1	-8.0	-8.4	-13.5	-4.8	9.5	-9.8	-4.4	-15.0
Cn1cc(CCC(=O)NCc2ccc(Cl)cc2)c2ccccc21	7.0	-4.2	-4.1	9.1	11.8	3.8	17.7	2.8

Other results follow.
SMILES	UBC13 inh	SENP8 inh	697 NFkB inh	Apaf-1 inh	CCR6 antagonist	Jurkat NFkB inh	EBI2 antag	Gli-Sufu antag
O=C(Nc1ccc([N+](=O)[O-])cc1)Nn1cnnc1	-0.8	-16.3	-4.0	1.4	-16.4	8.3	-7.3	-0.1
Cc1cc(C)c(NC(=O)C2CCCO2)c(C)c1 (stereo not drawn)	-2.0	1.6	-2.2	0.7	2.8	0.5	-1.3	4.8
Cc1ccc(NS(=O)(=O)c2ccc3c(c2)NC(=O)CO3)cc1Cl	10.9	5.8	-6.2	18.5	2.5	7.1	-10.0	-7.6
Cc1ccc(S(=O)(=O)NNC(=S)Nc2c(Cl)cccc2Cl)cc1	0.8	5.1	-6.0	-25.6	3.5	2.7	-0.2	-4.0
COc1ccc(/C=N/NC(=O)c2c(C)nc3ccccn23)cc1[N+](=O)[O-]	4.8	-5.5	22.4	-25.3	3.7	2.7	7.1	2.8
CC(=O)Nc1ccc(N(C(=O)c2cnccn2)C(C(=O)NC2CCCCC2)c2ccc(F)cc2)cc1 (stereo not drawn)	-7.0	-8.7	11.7	0.6	-10.8	4.0	-13.2	-36.1
O=C(NC(=S)Nc1ccc2c(c1)OCCO2)c1cccc2ccccc12	-2.2	0.5	-13.0	1.9	27.4	-15.9	4.4	-11.1
COc1ccc(C)cc1NC(=O)CN1C(=O)CSc2ccc(S(=O)(=O)N3CCCC3)cc21	-4.6	4.2	-1.7	15.2	25.7	2.9	21.6	-7.9
O=C1c2ccc(Br)cc2C(=O)N1c1ccc(Cl)cn1	-2.3	-3.5	5.5	-4.4	5.5	-6.6	0.0	-2.4
CCCOP(=O)(c1ccc(N(C)C)cc1)C(O)c1ccc(Br)cc1 (stereo not drawn)	-4.2	-8.3	-5.7	4.9	2.3	-3.3	0.9	/
COc1ccc(-n2c(=O)cc(N3CCN(c4ccccc4F)CC3)[nH]c2=O)cc1	7.1	4.4	19.3	-15.1	2.9	1.8	7.9	3.9
Cc1csc(N/N=C/c2c(F)cccc2Cl)n1	3.7	11.1	-19.0	2.1	7.2	-7.2	3.3	13.0
CCn1c(SCC(=O)N2CCC(C)CC2)nnc1-c1ccc(S(=O)(=O)N2CCN(C)CC2)cc1	-4.2	-3.7	-4.0	-1.9	5.5	20.6	2.3	-0.9
O=C1CCC(C(=O)Nc2ccccc2N2CCCC2)=NN1	-7.3	18.5	0.4	10.9	-3.5	9.4	-4.0	2.2
CCOC(=O)c1[nH]c2ccccc2c1NC(=O)c1ccc(S(=O)(=O)N2CCCC2)cc1	0.0	6.2	10.8	0.9	-0.6	11.2	-3.2	-1.0
O=C(COc1cc(Cl)ccc1Cl)Nc1nnc(CC(=O)N2CCOCC2)s1	0.6	5.3	13.3	6.2	-16.5	10.3	-0.7	-5.4
Cc1c(NC(=O)c2c(F)c(F)c(F)c(F)c2F)c(=O)n(-c2ccccc2)n1C	-11.5	2.8	-20.8	9.9	-3.4	-15.9	-4.4	3.4
COc1ccc(NC(=O)CN(C)C(=O)c2cn(-c3ccccc3)nc2-c2cccnc2)cc1	25.1	-7.0	25.9	35.8	5.6	9.1	-7.7	4.5
O=C(CN(C(=O)c1csnn1)c1cccc2c1CCCC2)NCc1ccc(F)cc1	2.4	3.8	14.6	6.9	7.2	10.2	4.0	7.7
O=C(O)c1[nH]c2ccccc2c1CC(=O)N1CCN(c2ccccc2)CC1	-3.1	3.7	16.5	2.0	-0.5	0.1	-2.4	2.6
CCOc1ccc2oc(C(=O)N(CCOC)c3c(N)n(CC(C)C)c(=O)[nH]c3=O)c(C)c2c1	-4.5	8.0	11.5	-15.2	10.3	-4.2	-1.3	5.0
CCOc1ccc(-c2cccc(NC(=O)COc3ccccc3)c2)nn1	2.1	-6.4	-27.7	24.1	14.5	-7.5	8.2	-25.7
C/C(CC(=O)N1CCN(C=O)CC1)=N\NC(=O)c1ccc(Cl)cc1	0.0	-8.0	14.9	6.7	-3.8	2.0	5.8	-0.2
C[C@H](NC(=O)c1nc[nH]c1C(=O)N1CCN(C(=O)OC(C)(C)C)CC1)C(=O)OCc1ccccc1	-11.3	2.1	1.1	10.0	-3.3	11.7	-5.7	-5.2
Cc1ccc(CCCOC(=O)C[N+]2(C)CCCCC2)cc1	-4.3	7.7	-0.8	-1.0	8.5	3.5	-7.7	-18.6
COc1ccccc1CNC(=O)C(C)NS(=O)(=O)c1ccccc1 (stereo not drawn)	-3.0	-5.1	0.0	1.0	13.8	-1.3	0.8	-2.0
CCn1c(SCC(=O)NCc2ccc3c(c2)OCO3)nnc1-c1cccs1	-0.5	-6.6	17.7	-8.4	-5.5	0.3	-9.3	-5.7
CCCCCCNCCn1cnc2c(N)ncnc21	11.7	0.2	8.7	-15.4	-6.6	5.5	-10.1	7.3
CCC1(C)Cc2c(C#N)c(N)n(-c3ccccc3)c(=S)c2CO1 (stereo not drawn)	-8.5	-5.5	1.3	6.3	8.0	2.5	-0.6	16.5
O=C(CSc1nnc(-c2ccccc2O)o1)N1CCOCC1	2.4	-4.5	-33.0	-7.9	6.0	-19.5	-3.0	-54.7
CCOc1cc(C2NN=C(c3ccccc3)S2)ccc1OCc1ccccc1Cl (stereo not drawn)	17.1	42.2	-136.8	16.0	-3.5	-106.9	17.8	-46.3
COCCn1nnnc1CN1CCC(C)CC1	3.8	-2.3	15.0	4.7	-12.4	13.9	-6.9	1.4
CCOc1ccc(S(=O)(=O)N2CCN(c3ccccc3)CC2)c2cccnc12	3.5	-2.9	-9.3	-3.0	21.7	2.3	5.8	25.2
CCCC(=O)Nc1ccc2c(c1)nc(CN1CCN(C(C)=O)CC1)n2C	3.6	-0.5	11.3	-6.4	3.5	1.5	0.3	-9.2
Cc1cc(=O)oc2cc(OCC(=O)NCCCN3CCOCC3)ccc12	1.1	-4.4	12.9	-9.4	-11.7	-10.0	-5.5	-4.8
